FXIIa single: inhibitors of human coagulation factor XIIa | P00748 | purified human FXIIa, AMC substrate fluorescence, 2 h | inhibition, % at 10 µM | actives 0.2% (n = 33,000) | AID 701; in the data active = inhibition above about 30%;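 note: 0% = enzyme with vehicle only and 100% = no enzyme blank; many of its hits are not listed in these tables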
Target sequence (P00748 20-372 limits assumed): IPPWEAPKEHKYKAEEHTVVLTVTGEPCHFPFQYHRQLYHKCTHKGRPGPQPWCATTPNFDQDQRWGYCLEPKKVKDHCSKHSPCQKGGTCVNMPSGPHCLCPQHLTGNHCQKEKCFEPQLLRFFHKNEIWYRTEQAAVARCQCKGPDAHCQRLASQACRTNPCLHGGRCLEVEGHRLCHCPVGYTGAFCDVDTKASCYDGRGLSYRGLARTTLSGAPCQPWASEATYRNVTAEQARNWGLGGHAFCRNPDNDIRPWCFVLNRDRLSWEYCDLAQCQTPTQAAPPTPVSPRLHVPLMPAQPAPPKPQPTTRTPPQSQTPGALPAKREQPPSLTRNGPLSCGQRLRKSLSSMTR
Target sequence (P00748 373-615 limits assumed): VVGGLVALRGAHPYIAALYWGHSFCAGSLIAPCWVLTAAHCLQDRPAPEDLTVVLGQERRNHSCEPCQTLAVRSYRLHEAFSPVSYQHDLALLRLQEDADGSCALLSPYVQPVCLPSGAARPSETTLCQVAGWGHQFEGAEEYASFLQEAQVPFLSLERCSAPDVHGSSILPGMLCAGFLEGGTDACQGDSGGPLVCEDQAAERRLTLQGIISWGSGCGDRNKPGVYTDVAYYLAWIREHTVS
FXIa single inh: inhibitors of human coagulation factor XIa; actives 0.3% (n = 33,000); inhibition, % at 10 µM; purified human FXIa, fluorogenic AMC substrate cleavage; AID 687; P03951;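 active = inhibition above 40% in the primary screen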;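 note: 0% = enzyme without compound and 100% = blank wells lacking enzyme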
Active calls of the source: *.

SMILES	FXIIa single	FXIa single inh
Cc1cccc(C(=O)Oc2ccc(/C=N/O)cc2)c1	2	-1
Cc1ccc(S(=O)(=O)NC(C(=O)OCC(=O)NC(=O)c2cccn2C)C(C)C)cc1 (stereo not given)	-3	-2
O=C(CSc1nnc(-c2cccnc2)n1CCc1ccccc1)NCc1ccccc1	8	-11
COCCCn1c(-c2ccc(S(=O)(=O)N3CCOCC3)cc2)csc1=Nc1ccccc1	0	-6
O=C(Oc1c(Cl)cc(Cl)c2cccnc12)c1ccco1	1	1
CCCNS(=O)(=O)c1ccc(NC(=O)c2cccnc2)cc1	5	-5
CCCCc1nc2ccccc2n1Cc1nnc2n1-c1ccccc1SC2	5	1
CCOC(=O)c1sc(C)c2c(=O)n(CC(=O)c3ccc(Br)cc3)nnc12	7	6
CC(C)CC1NC(=O)N(CC(=O)c2ccc3c(c2)OCCO3)C1=O (stereo not given)	5	0
CC(C)Cn1c(-c2ccccc2F)n[nH]c1=S	19	3
CCOC(Cn1c(CCCO)nc2ccccc21)OCC	7	-7
Cc1cn(C(=O)c2ccccc2)c(=S)n1-c1ccc(Cl)cc1	6	-4
CCCOc1ccc(N2C(=O)CC(N3CCC(c4nncn4CC)CC3)C2=O)cc1 (stereo not given)	-3	-2
O=C1c2oc3ccccc3c(=O)c2C(c2cccs2)N1CCCN1CCOCC1 (stereo not given)	11	0
COc1cccc(C(=O)Nc2nc(C)cs2)c1	5	2
O=C(Cc1ccccc1)NC1CCN(C(=O)NCc2ccccc2)CC1	4	-5
CC(C)c1ccccc1NC(=O)c1cccc(NC(=O)c2ccccc2)c1	-2	-9
CCCC(=O)NC1=C(C#N)C2(CCCCC2)Cc2ccccc21	2	-2
Cc1ccc(N2C(=O)c3ccc(C(=O)O)cc3C2=O)cc1C	0	-2
O=C(c1ccco1)N1CCN(Cc2nc3ccccc3c(=O)n2-c2ccc(F)cc2)CC1	5	-9
CC(C)(C)c1ccc(CN2N=Nc3ccccc3S2(=O)=O)cc1	4	-12
CCOC(=O)C1CCCN(S(=O)(=O)c2ccc(F)c(C(=O)Nc3ccc(F)c(F)c3)c2)C1 (stereo not given)	16	-5
Cc1ccc(S(=O)(=O)N(CC(=O)NCc2ccco2)C2CCCCC2)cc1	7	2
C=CCn1c(C)cc(C(=O)CSc2n[nH]c(N)n2)c1C	2	-6
COc1cc(OC)cc(-n2nnnc2SCC(=O)Nc2nc3c(s2)CCCC3)c1	-3	0
SMILES	FXIIa single	FXIa single inh
Cc1ccc(NC(=O)c2ccc(-c3nn(C)c(=O)c4ccccc34)cc2)cc1	2	0
CC1(C)CC(=O)C2=C(C1)Nc1cc3c(cc1C2c1ccc2c(c1)OCO2)OCO3 (stereo not given)	-31	-6
COc1ccc2nc(NC(=O)CSc3nccc(C)n3)sc2c1	3	-12
CCOC(=O)c1cnc(SCc2nc(N)nc(Nc3ccc(C)cc3)n2)nc1N	1	1
CNC(=O)CN(c1ccc(F)cc1)S(=O)(=O)c1cc(C)ccc1OC	4	19
Cc1cc(NC(=O)c2cccc(S(=O)(=O)N3CCOCC3)c2)no1	7	-6
CC1(C(=O)O)CCC(C(=O)N2CCOCC2)C1(C)C (stereo not given)	8	0
COC(=O)CCC(=O)Nc1nnc(C(F)(F)F)s1	2	6
CC1(C)Cc2ccccc2C(=NCCCCCC(=O)O)N1	5	0
COc1ccc(NS(=O)(=O)c2ccc(S(=O)(=O)N3CCCC3)cc2)cc1	4	1
CCCCNCCCCOc1ccccc1	-1	-2
COc1ccc(C(=O)N2CCC(N3CCN(c4ccccc4)CC3)CC2)cc1	7	-6
CCC(=O)N1CCc2cc(S(=O)(=O)NC(Cc3ccccc3)C(=O)NC3CCCCC3)ccc21 (stereo not given)	9	-4
O=C(CN(C(=O)c1ccco1)c1cccc(F)c1)NCc1ccc(F)cc1	14	2
Cc1cc(C)n(-c2nc(N(C)C)nc(N(C)C)n2)n1	6	-13
O=C(O)CCC(=O)Nc1ccc(F)cc1	3	-7
CCC1Oc2ccc(C)cc2N(CC(=O)N(Cc2ccncc2)Cc2ccco2)C1=O (stereo not given)	5	1
CCc1c(C)nc2cc(-c3ccc(OC)c(OC)c3)nn2c1N1CCC(C)CC1	7	0
COc1ccc(OC)c(-c2nc(C)sc2CC(=O)O)c1	-16	0
Cc1cc(C)n(-c2nnc(C)n2/N=C/c2ccccc2O)n1	-6	0
Cc1cc(NC(=O)CCC(=O)N(Cc2cccs2)C(C(=O)NC2CCCC2)c2ccccc2)no1 (stereo not given)	-14	-2
COc1cc(-c2nnc(SCC(=O)N3c4ccccc4Sc4ccccc43)o2)cc(OC)c1OC	6	2
COc1ccc(-n2nnnc2SCC(=O)NC(=O)Nc2ccc3c(c2)OCCO3)cc1	11	4
Cc1sc2c(=O)n3c(nc2c1C(=O)NC1CCCCC1)CCCCC3	6	2
O=C(CN1C(=O)COc2ccccc21)NCCC1=CCCCC1	6	-4
SMILES	FXIIa single	FXIa single inh
COC(=O)c1onc(C(=O)c2ccccc2)c1C(=O)OC	3	-1
CCOC(=O)CN1NC2(CCCC(C)C2)NC1=S (stereo not given)	3	-4
CC(C)(C)NS(=O)(=O)c1ccc(CCC(=O)NCc2ccc3c(c2)OCO3)cc1	2	0
COc1cc(C(=O)Nc2ccc(S(=O)(=O)N3CCc4ccccc43)cc2)cc(OC)c1OC	2	-6
CCOc1ccc(C(=O)Nc2cc(C)on2)cc1OCC	8	6
CC(Sc1ncnc2ccccc12)C(=O)Nc1ccc2c(c1)OCO2 (stereo not given)	3	-4
CCc1nnc(NC(=O)CSc2nnc(-c3ccco3)n2C)s1	-2	-2
N#Cc1cccc(NC(=O)CCn2ccnc2)c1	-2	-8
CCOC(=O)N1CCC(n2c(SCC(=O)OCc3ccccc3)nc3ccsc3c2=O)CC1	-2	0
CCOc1ccc(C(=O)Nc2ccncc2)cc1	8	-1
CC(=O)c1cc2c(cc1NC(=O)CN1CCN(c3ccc(F)cc3)CC1)OCO2	1	3
CC(=O)NCCC(Cc1ccccc1)c1ccco1 (stereo not given)	8	3
O=c1[nH]c(=O)n([C@H]2C[C@H](O)[C@@H](CO)O2)cc1F	3	4
Cc1[nH]c2ccc(Br)cc2c(=O)c1CN1CCCCC1	4	-2
CCOC(=O)c1c(C(C#N)C#N)cc(C)nc1C	6	-4
CCOCCCNC(=O)c1ccc(Br)cc1	7	2
O=C(NCc1ccncc1)Nc1ccccc1	1	2
O=C(Nc1ccc(-c2nnc(-c3ccccc3)o2)cc1)C1CCCO1 (stereo not given)	-4	3
COCCCN(C(=O)Nc1cccc(Cl)c1)C(C)c1ccccn1 (stereo not given)	4	-3
O=C(c1ccc(CN2CCOCC2)cc1)N1CCN(c2cccc(Cl)c2)CC1	-6	0
Cc1ccc(NC(=O)NC2CCCN2S(=O)(=O)c2ccc(Cl)cc2)cc1 (stereo not given)	5	-7
CCC(CC)C(=O)N=C1SC2CS(=O)(=O)CC2N1CCc1ccc(OC)cc1 (stereo not given)	2	6
COc1ccc(CCN2C(=O)c3[nH]nc(-c4ccccc4O)c3C2c2cccc(Cl)c2)cc1 (stereo not given)	5	-5
Cc1noc(C)c1COc1ccc(C(=O)OCC(=O)NC23CC4CC(CC(C4)C2)C3)cc1	-2	-11
CCOC(=O)C1(C(F)(F)F)N=C(c2cccnc2)OC(N2CCOCC2)=N1 (stereo not given)	-15	-4

Shown as comma-separated lines: entries from further up
SMILES,FXIIa single,FXIa single inh
CCOC(=O)N1CCC(n2c(SCC(=O)OCc3ccccc3)nc3ccsc3c2=O)CC1,-2,0
CCOc1ccc(C(=O)Nc2ccncc2)cc1,8,-1
CC(=O)c1cc2c(cc1NC(=O)CN1CCN(c3ccc(F)cc3)CC1)OCO2,1,3
CC(=O)NCCC(Cc1ccccc1)c1ccco1 (stereo not given),8,3
O=c1[nH]c(=O)n([C@H]2C[C@H](O)[C@@H](CO)O2)cc1F,3,4

Shown with each value named: entries from further up.
> Cc1ccc(NC(=O)NC2CCCN2S(=O)(=O)c2ccc(Cl)cc2)cc1 (stereo not given)
  FXIIa single: 5
  FXIa single inh: -7
> CCC(CC)C(=O)N=C1SC2CS(=O)(=O)CC2N1CCc1ccc(OC)cc1 (stereo not given)
  FXIIa single: 2
  FXIa single inh: 6
> COc1ccc(CCN2C(=O)c3[nH]nc(-c4ccccc4O)c3C2c2cccc(Cl)c2)cc1 (stereo not given)
  FXIIa single: 5
  FXIa single inh: -5

Back to the main list; the three compounds before the break are reprinted first.
SMILES	FXIIa single	FXIa single inh
COc1ccc(CCN2C(=O)c3[nH]nc(-c4ccccc4O)c3C2c2cccc(Cl)c2)cc1 (stereo not given)	5	-5
Cc1noc(C)c1COc1ccc(C(=O)OCC(=O)NC23CC4CC(CC(C4)C2)C3)cc1	-2	-11
CCOC(=O)C1(C(F)(F)F)N=C(c2cccnc2)OC(N2CCOCC2)=N1 (stereo not given)	-15	-4
CCN(CC)CCCNC(=O)CCc1ccccc1	1	0
COC(=O)c1[nH]c2cccc(Cl)c2c1NC(=O)CN1CCCCC1C (stereo not given)	12	1
CCOC(=O)c1nnn(-c2nonc2N)c1COc1c(C=O)cccc1OC	-13	-12
COc1ccccc1NC(=O)/C=C/C(N)=O	8	4
COc1cc(OC)cc(-n2nnnc2SCC(=O)N2CCCc3ccccc32)c1	7	4
O=c1c(-c2ccccc2)[n+]([O-])c2ccccc2n1O	-8	6
COC(=O)c1ccccc1NC(=O)CSc1n[nH]c(C)n1	-14	-2
CSc1cccc(NC(=O)CN(c2ccccc2)S(=O)(=O)N(C)C)c1	3	8
CCOCCn1c(C(C)C)nc2ccccc21	6	-5
CC1CCc2c(sc(N)c2C(=O)OC(C)C)C1 (stereo not given)	8	-1
CCOC(=O)c1sc2cccc(Cl)c2c1N	1	-2
CC(=O)Nc1ccc(NC(=O)CSc2ncnn2-c2ccccc2)cc1	-15	32
N#Cc1cc(-c2ccccc2)nnc1Sc1ccc(F)cc1	-8	-1
CCOc1ccc2nc(NC(=O)CCC(=O)c3cccs3)sc2c1	6	-3
CCOC(=O)C(=O)Nc1nnc(Cc2ccc(OC)c(OC)c2)s1	7	-2
O=C(NCc1ccccc1)c1ccc2c(c1)C(=O)N(Cc1ccncc1)C2=O	0	-6
O=C(CSc1ncn[nH]1)N1CCN(S(=O)(=O)c2ccccc2)CC1	5	-2
COc1ccc(C2CC(c3cccs3)=Nc3ccccc3S2)cc1OC (stereo not given)	10	4
CNC(=O)COC(=O)c1cccnc1SC	6	2
CCCCNC(=O)c1sc2ncnc(N3CCc4ccccc4C3)c2c1C	0	3
Cc1cc(NC(=O)CSCCO)no1	0	-4
CCN1C(=O)/C(=C/N(C(C)=O)c2ccccc2)N(c2ccccc2)C1=S	9	-6
O=c1[nH]c(CSc2nnc(-c3cccnc3)n2C2CCCCC2)nc2ccccc12	16	-2
Cc1cc(OCCN2CCCCC2)nc2ccccc12	5	2
COc1ccccc1N1CCN(Cc2cc(=O)n3ccsc3n2)CC1	2	-9
SMILES	FXIIa single	FXIa single inh
O=C(Nc1nccs1)c1ccc(COc2ccc(Cl)cc2)o1	-3	-3
CCC(C)(C)NC(=O)Cc1ccc(OC)c(OC)c1	12	3
O=S(=O)(N/N=C\c1ccc(-c2ccccc2Cl)o1)c1ccccc1	4	3
CCOC(=O)c1ccc(NC(=O)CSc2nc(NC(=O)c3ccccc3)c3c(C)c(C)oc3n2)cc1	5	-13
O=C(NCCO)c1cccc(Cl)c1	4	10
CCc1nnc(NC(=O)CC(CN(C)S(=O)(=O)c2ccccc2)c2ccccc2)s1 (stereo not given)	5	5
CCn1c(Cc2ccccc2)nnc1SCC(=O)NC1CC1	0	0
Cc1ccc(C2NC(=O)c3c(sc4c3CCN(C)C4)N2)o1 (stereo not given)	-14	3
COc1ccc(NC(=O)CN2CCN(C3c4ccccc4-c4ccccc43)CC2)cc1	8	6
O=C(CSc1ncnc2sc3c(c12)CCCCC3)NCc1ccco1	6	4
CS(=O)(=O)N1CCCC(C(=O)NCc2ccco2)C1 (stereo not given)	3	2
C(=C\c1ccccc1)/CSc1nnc(-c2ccccc2)n1Cc1ccco1	7	-9
CCN(CC)S(=O)(=O)c1ccc(-c2nnc(SC)o2)cc1	7	-10
CN(C)S(=O)(=O)c1ccc(NC(=O)c2cc(F)c(F)cc2Cl)cc1	8	6
COc1cccc(-n2nnnc2SCC(=O)c2ccc(NC(C)=O)cc2)c1	4	0
CN1CCN(C2=Nc3ccccc3Oc3ccc(Cl)cc32)CC1	5	5
COCC(=O)Nc1sc2c(c1C(=O)OC)CCCC2	-18	4
C/C(CC(O)c1ccc2ccccc2n1)=N/O (stereo not given)	-14	-14
Cc1cc(NS(=O)(=O)c2ccc(NC(=O)c3ccco3)cc2)nc(C)n1	7	-15
CC(C)N1C(=S)SC2CS(=O)(=O)C=C21 (stereo not given)	5	2
NS(=O)(=O)c1cc2c(cc1Cl)NC(CSCc1ccccc1)=NS2(=O)=O	5	3
Cc1c(C(=O)OC(C)C)sc(NC(=O)C2CCCO2)c1C(=O)OC(C)C (stereo not given)	3	-6
Cc1cccc(Nc2cnn(C34CC5CC(CC(CC(=O)O)(C5)C3)C4)c(=O)c2Cl)c1	12	6
CCOc1ccc(C(=O)NC(Cc2ccccc2)C(=O)OC)cc1 (stereo not given)	6	0
O=C(CN1CCOCC1)Nc1ccccc1C(=O)O	7	29

Complete entries as entered above. Order of values: FXIIa single	FXIa single inh
`CCc1nnc(NC(=O)CC(CN(C)S(=O)(=O)c2ccccc2)c2ccccc2)s1` (stereo not given) as listed: 5	5
`Cc1cccc(Nc2cnn(C34CC5CC(CC(CC(=O)O)(C5)C3)C4)c(=O)c2Cl)c1` as listed: 12	6

Following part:
SMILES	FXIIa single	FXIa single inh
Cc1ccc(N/C(N)=N/c2nc(CSc3ccc(C)cc3)cc(=O)[nH]2)cc1	-2	-6
COC(=O)COn1c(-n2nc(C)cc2C)nc2ccccc2c1=O	7	3
O=S(=O)(Nc1ccc(S(=O)(=O)Nc2cccc3ccccc23)cc1)c1ccccc1	6	-4
NC(=O)C1CCN(C2CC(=O)N(Cc3cccs3)C2=O)CC1 (stereo not given)	-14	22
Cn1c(=O)n(CC(=O)N2CCN(c3nnc(-c4ccccc4)c4ccccc34)CC2)c2ccccc21	6	0
COc1ccccc1CNc1cc(CSc2ccc(Cl)cc2)nc(C)n1	7	2
Cc1cc(C(C)(C)C)cc(S(=O)(=O)Nc2cccc(C(=O)O)c2)c1C	6	-5

The list is partial; the hit share may differ from the screen's.
